Screening results as filed in PubChem.
SKBR3 24h inh – SK-BR-3 proliferation inhibitors, primary screen, cell-based, human, 24 h; SK-BR-3 viability, CellTiter-Glo ATP luminescence; hits give low values; viability, % at 10 µM; 41,000 tested, 0.47% active; AID 847, 2007;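 active means viability at or below the median of all test compounds minus 3 SD, in both replicates if run twice, cut at about 45% in these data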;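 further: 100% = median untreated cell wells and 0% = median positive control drug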
* hit, by the source's call.

| structure | SKBR3 24h inh |
| --- | --- |
| Cn1c(C(C#N)C(=O)Cc2cccc3ccccc23)nc2ccccc21 (stereo not given) | 84 |
| CCOC(=O)C1CCCN(C(=O)CC(C)c2ccccc2)C1 (stereo not given) | 82 |
| NC(=O)C1CCN(CC(=O)c2c[nH]c3ccc(F)cc23)CC1 | 113 |
| Cc1ccc(N(CC(=O)O)S(C)(=O)=O)cc1Cl | 91 |
| N#CN(CC(N)=O)c1nc(N2CCCCC2)nc(N2CCCCC2)n1 | 93 |
| O=C(C1CCC(=O)N1C1CCCCC1)N1CCN(c2ccc(F)cc2)CC1 (stereo not given) | 86 |
| O=[N+]([O-])c1cccc2cn[nH]c12 | 99 |
| CCOC(=O)c1c(C)oc2ccc(OCC(N)=O)cc12 | 83 |
| COCCN1CC(O)=C(c2nc3ccccc3c(=O)[nH]2)C1=N | 97 |
| CCN(CC)C(=O)C1CCCN(C/C=C/c2ccccc2)C1 (stereo not given) | 71 |
| CCc1ccccc1NC(=O)CSC1=C(C#N)C(c2ccc(O)c(OC)c2)C2=C(CCCC2=O)N1 (stereo not given) | 82 |
| O=C1NCCCc2c1oc1cc(Br)c(O)c(Br)c21 | 144 |
| O=C(NCc1nc(-c2ccccc2)no1)c1ccc2c(c1)OCO2 | 81 |
| COc1cc(OC)c(C2N(c3ccccn3)C(=O)C3CCCN32)cc1OC (stereo not given) | 95 |
| O=C(NCc1nc(-c2ccccc2)no1)c1cccs1 | 86 |
| Cc1cccc(C(C)C)c1NC(=O)c1cccnc1 | 99 |
| Cc1noc(C)c1S(=O)(=O)N1CCCC(C(=O)NCCc2ccc(Cl)cc2)C1 (stereo not given) | 66 |
| Cc1cccc(C)c1OCc1nnc(SCC(=O)NCCc2ccccc2)o1 | 89 |
| COc1ccccc1NC(=O)CSc1nnc(CNC(=O)COc2ccc(Cl)cc2)o1 | 93 |
| CN1CCc2c(sc3c2c(=O)n(-c2ccccc2)c2nnc(SCc4ccc(Cl)cc4)n32)C1 | 74 |
| CCN(CC)c1nc(-c2cccc(OC)c2O)nc2ccccc12 | 85 |
| CC(=O)c1ccc(-n2nnnc2SCC(=O)N2CCN(C(=O)c3ccco3)CC2)cc1 | 84 |
| COc1ccc(Cc2nnc(SCC(=O)NCc3ccco3)o2)cc1 | 88 |
| CC(C)Cn1cc(C(=O)N2CCOCC2)c2c3ccccc3n(C)c2c1=O | 77 |
| Cn1c(SCC(=O)Nc2ccc3c(c2)OCCO3)nnc1-c1ccco1 | 90 |
| Cc1ccc(OCC(=O)N2CCN(C(=O)c3cccs3)CC2)cc1 | 82 |
| COc1cc(Cl)c(S(=O)(=O)n2cnc(C)c2)cc1Cl | 104 |
| Cc1cc(C)c2c(CN3CCN(Cc4ccc5c(c4)OCO5)CC3)cc(=O)oc2c1C | 79 |
| CSc1nc(C)cc(OCNC(=O)c2cccs2)n1 | 97 |
| O=C1CC(N(Cc2ccc3c(c2)OCO3)C(=O)Nc2ccc(F)cc2)C(=O)N1c1ccccc1 (stereo not given) | 84 |

Four of the compounds above, as labelled records.
> COc1cc(OC)c(C2N(c3ccccn3)C(=O)C3CCCN32)cc1OC (stereo not given)
  SKBR3 24h inh: 95

> O=C(NCc1nc(-c2ccccc2)no1)c1cccs1
  SKBR3 24h inh: 86

> Cc1cccc(C(C)C)c1NC(=O)c1cccnc1
  SKBR3 24h inh: 99

> Cc1noc(C)c1S(=O)(=O)N1CCCC(C(=O)NCCc2ccc(Cl)cc2)C1 (stereo not given)
  SKBR3 24h inh: 66

The listing picks up, starting four compounds before the break.
| structure | SKBR3 24h inh |
| --- | --- |
| COc1cc(Cl)c(S(=O)(=O)n2cnc(C)c2)cc1Cl | 104 |
| Cc1cc(C)c2c(CN3CCN(Cc4ccc5c(c4)OCO5)CC3)cc(=O)oc2c1C | 79 |
| CSc1nc(C)cc(OCNC(=O)c2cccs2)n1 | 97 |
| O=C1CC(N(Cc2ccc3c(c2)OCO3)C(=O)Nc2ccc(F)cc2)C(=O)N1c1ccccc1 (stereo not given) | 84 |
| Cc1cc(C)nc(SCC(=O)Oc2ccc3oc(=O)cc(C)c3c2)n1 | 120 |
| O=C(O)c1ccc(CN2CCCCC2)o1 | 84 |
| COc1cccc(OC)c1C(=O)N1CCN(c2c(Cc3ccccc3)c(C)nc3ncnn23)CC1 | 84 |
| CC(=NCCc1ccccc1)C1=C(O)CSC1=O | 113 |
| Nc1nnc(CCc2ccccc2)s1 | 84 |
| O=C(c1cc2cc(Br)ccc2oc1=O)N1CCN(c2ccccn2)CC1 | 100 |
| CCc1ccc(N(CC(=O)NC)S(C)(=O)=O)cc1 | 91 |
| Cc1ccc(S(=O)(=O)N2CCN(C(=O)CN3C(=O)NC4(CCOc5ccccc54)C3=O)CC2)cc1 (stereo not given) | 92 |
| Cc1ccc(Cn2c(SCCN3CCOCC3)nc3c2c(=O)n(C)c(=O)n3C)cc1 | 97 |
| O=C(COc1ccccc1)Nc1ncc2c(n1)CCCC2=O | 105 |
| COc1ccc(C(CC(=O)O)NC(=O)c2ccco2)cc1OC (stereo not given) | 96 |
| O=C(Nc1c(C(=O)Nc2ccc3c(c2)OCCO3)cnn1-c1ccccc1Cl)c1ccco1 | 87 |
| CC1CN(C2CCN(C(=O)c3ccccc3)CC2)CC(C)O1 (stereo not given) | 105 |
| Cc1c(C(=O)O)nnn1-c1ccccc1 | 91 |
| Cn1c(=O)c2cc(NCc3ccccc3)nnc2n(C)c1=O | 70 |
| CCOc1ccc(Cc2nnc(SCC(=O)c3ccc(OC)cc3)o2)cc1 | 91 |
| Fc1ccccc1N1CCN(c2nc3ccccc3n3nnnc23)CC1 | 69 |
| O=c1c2[nH]c3ccc(Cl)cc3c2ncn1CCN1CCCCC1 | 95 |
| Cc1ccc(N(C(=O)CCC(=O)Nc2cc(C)on2)C(C(=O)NC2CCCC2)c2ccncc2)cc1 (stereo not given) | 99 |
| CC(Oc1ccccc1)C(=O)NCc1cccnc1 (stereo not given) | 81 |
| N#Cc1cc2c(nc1SCc1cccnc1)CCCC2 | 152 |
| NC(=O)CSc1nnc(Cc2csc(Nc3ccccc3)n2)n1Cc1ccccc1 | 98 |
| COc1cc(C(=O)NCc2ccco2)c(Br)c(OC)c1OC | 99 |
| COc1ccccc1NC(=O)CSc1nnc(C2CCCCC2)n1C | 81 |
| CC12CCC(C(=O)Nc3ccccc3N3CCOCC3)(CC1=O)C2(C)C (stereo not given) | 78 |
| O=C(O)c1cc(NCc2cccs2)ccc1N1CCOCC1 | 94 |
| CC1CCC(NS(=O)(=O)c2ccc3c(c2)n(C)c(=O)c(=O)n3C)CC1 (stereo not given) | 75 |
| CCN1CCN(C(=O)c2cnn3c(C(F)F)cc(-c4ccc(C)cc4)nc23)CC1 | 96 |
| CN1C(=O)NC(c2ccc(O)cc2)C(C(=O)c2cccs2)C1(O)C(F)(F)F (stereo not given) | 106 |
| COc1cccc(CN2C(=O)C3(C(C#N)=C(N)OC4=C3C(=O)CCC4)c3ccccc32)c1 (stereo not given) | 75 |
| Cc1ccc2c(c1)CCCN2C(=O)C1CCCO1 (stereo not given) | 112 |
| CC(C)(C)n1cnc2cc(NS(=O)(=O)c3ccc(Br)cc3)ccc21 | 73 |
| O=C(Nc1cccc(C(=O)N2CCOCC2)c1)c1cccnc1 | 81 |
| C=CCN1C(=O)/C(=C2/Sc3ccccc3N2CCCS(=O)(=O)O)SC1=S | 94 |
| COc1cc(NC(=O)c2c(F)cccc2F)nc(OC)n1 | 97 |
| COc1ccc(C2C(C(=O)NCC3CCCO3)CCC(=O)N2c2ccc3c(c2)OCO3)cc1 (stereo not given) | 92 |
| CC(CN1CCCCC1)OC(=O)c1ccccc1Cl (stereo not given) | 96 |
| COc1cccc(C2NC(CC(C)C)(C(=O)O)C3C(=O)N(Cc4ccccc4)C(=O)C23)c1O (stereo not given) | 71 |
| Cc1[nH]n(-c2ccccc2)c(=O)c1S(=O)(=O)c1ccccc1 | 100 |
| O=C(COc1ccccc1)NC1CCN(Cc2ccccc2)CC1 | 81 |
| COC(=O)c1ccc(NC(=O)c2ccc3c(c2)OCO3)cc1 | 92 |
| O=C(c1c(Cl)nc2sccn12)N1CCCc2ccccc21 | 104 |
| CCS(=O)(=O)c1ccc(O)c(N2C(=O)C3C4C=CC(C4)C3C2=O)c1 (stereo not given) | 58 |
| CCN(CC)c1ncccc1C(=O)NCc1cccs1 | 89 |
| COCCN(C(=O)C(C)C)c1nnc(-c2cccc(C)c2)s1 | 92 |
| COc1ccccc1NC(=O)C1CC(=O)OC1c1ccccc1 (stereo not given) | 103 |
| O=C(O)CSc1nnc(-c2cccs2)n1-c1ccc(Cl)cc1 | 98 |
| COc1ccc(Br)cc1C(=O)NCc1cccnc1 | 101 |
| O=C(CN1CCN(c2ccccc2)CC1)N1CCN(c2ccccc2)CC1 | 109 |
| CCC(CC)C(=O)Nc1cccc(C(=O)NCc2ccco2)c1 | 97 |
| CC(=O)Nc1c(O)nc(SCC(=O)Nc2nnc(CC(C)C)s2)[nH]c1=O | 120 |
| Cc1ccc2c(c1)N(CC(=O)NC1CCC(C)CC1)C(=O)CO2 (stereo not given) | 103 |
| O=C(c1ccc(S(=O)(=O)N2CCCCC2)cc1)c1nnc(-c2ccc(Cl)cc2)o1 | 63 |
| COC(=O)C1OC2(OC1C(=O)OC)c1ccccc1-c1ccccc12 (stereo not given) | 96 |
| Cc1cc(=O)n(CCO)c(O)c1C#N | 90 |
| COc1cc(NC(=O)C2CCCCC2)c(OC)cc1NC(=O)CCC(=O)NCc1ccco1 | 104 |
| Cc1ccc(NC(=O)CCSc2nnnn2-c2ccc3c(c2)OCO3)cc1C | 85 |
| CC1CCN(c2ncnc3c2cnn3Cc2ccc(Cl)cc2)CC1 | 76 |
| Cc1ccc(N2CC(C(=O)NCC3CCCO3)CC2=O)cc1Cl (stereo not given) | 94 |
| CC(C)C(OC(=O)c1ccco1)C(=O)NCc1ccccc1 (stereo not given) | 71 |

(continued)
| structure | SKBR3 24h inh |
| --- | --- |
| CC(C)N(C(=O)CSc1nnnn1C1CCCC1)C(C)C | 112 |
| CC1(CCC#N)N=C(SCCC#N)N(c2ccccc2)C1=O (stereo not given) | 68 |
| COc1ccccc1Cn1nnc2c(=O)[nH]c(C3CCN(C(=O)c4ccccc4Cl)CC3)nc21 | 75 |
| COCCCn1c(SCC(=O)Nc2nnc(C)s2)nnc1-c1ccoc1C | 89 |
| O=S(=O)(c1ccc2ccccc2c1)n1cnc2ccccc21 | 90 |
| CC/C(C)=C1\SC(N2CCN(C(C)=O)CC2)=NC1=O | 117 |
| COc1ccc(-c2c3c(nc4sc(C(=O)Nc5cc(C)on5)c(N)c24)CCC3)cc1 | 74 |
| COc1ccccc1CNC(=O)C(C)NS(=O)(=O)c1ccc(C)cc1 (stereo not given) | 95 |
| CSc1nc(NCc2ccco2)c2c3c(sc2n1)CN(C)CC3 | 63 |
| O=C(CCn1nnc2ccccc2c1=O)NCC1CCC(C(=O)O)CC1 (stereo not given) | 94 |
| COc1cc(OC)nc(NC(=O)CSc2nc3ccccc3o2)n1 | 127 |
| COC(=O)c1n[nH]c2ccccc12 | 93 |
| COc1ccc(/C(O)=C2/C(=O)C(=O)N(c3ncccn3)C2c2ccc(OC)c(OC)c2)cc1 (stereo not given) | 82 |
| O=C(CSc1nnc2n(C3CCCC3)c(=O)c3ccccc3n12)N1CCCCCC1 | 92 |
| C=CCn1c(=O)c2c(nc3n2CCN3c2cccc(Cl)c2C)n(C)c1=O | 66 |
| Cc1ccccc1CS(=O)(=O)Cc1ccc(C(=O)NCCCN2CCOCC2)o1 | 78 |
| CC(=O)/C(C#N)=C1\NC(=O)C(Cc2ccccc2)S1 (stereo not given) | 77 |
| Cc1ccccc1N1C(=O)C2ON(c3ccccc3)C(c3ccncc3)C2C1=O (stereo not given) | 118 |
| COc1cc2c(cc1OC)C(C)N(C(=O)c1cc3n(n1)C(C(F)(F)F)CC(c1ccco1)N3)CC2 (stereo not given) | 124 |
| CCOC(=O)c1sc2c(c1C)c(=O)c(C(=O)OCC)cn2CC | 85 |
| C=CCOC(=O)C(C#N)c1nc2ccccc2nc1N1CCN(Cc2ccccc2)CC1 (stereo not given) | 97 |
| CCOc1ccc2nc(NCCNC(=O)Nc3cccc(C)c3)c(C#N)cc2c1 | 87 |
| CC1(C)CC(NC(=O)CCC2CCCC2)CC(C)(C)N1 | 108 |
| CCCCOc1cccc(OCCCC)c1C(=O)Nc1cc(C)on1 | 107 |
| CCN(CC)c1ccc(C(=O)OCC(=O)c2ccco2)cc1 | 67 |
| Cn1c(CSc2ncccn2)nnc1SCC(=O)N1CCCc2ccccc21 | 24* |
| NC(=O)COc1ccc(NC(=O)OCc2ccccc2)cc1 | 112 |
| CC(C)OCCCNC(=O)c1sc(=S)n(C)c1N | 111 |
| Cc1ccc(-c2nnc(N3CCN(S(C)(=O)=O)CC3)c3ccccc23)cc1 | 89 |
| COc1ccc(S(C)(=O)=O)cc1S(C)(=O)=O | 104 |
| Cc1ccc2nc(-c3ccc(S(=O)(=O)N4CCOCC4)cc3)cn2c1 | 90 |
| Cc1ccc(C(=O)NCCCN2CCOCC2)cc1N1CCCC1=O | 82 |
| CCN1CCc2c(sc3c2c(NCc2ccco2)nc2nnnn23)C1 | 86 |
| Cc1cc(=O)oc2c(C)c(OCC(=O)N(C)C)ccc12 | 82 |
| Cc1cc(C(=O)COC(=O)CN(C)S(=O)(=O)c2ccc(Cl)cc2)c(C)n1CC1CCCO1 (stereo not given) | 60 |
| O=C1COc2ccc(C(=O)NCc3ccco3)cc2N1 | 83 |
| O=C(CCN1C(=O)C2C3C=CC(C3)C2C1=O)NCc1cccnc1 (stereo not given) | 73 |
| CCCCOC(=O)n1c(SCC(=O)N(C)C)nc2ccccc21 | 91 |
| CCc1nc2oc3cc(OC)ccc3c(=O)c2c(=O)n1-c1ccccc1 | 97 |
| CCS(=O)(=O)c1nnnn1-c1ccccc1S(C)(=O)=O | 109 |
| O=C(CCNS(=O)(=O)c1cccc2nonc12)NC1CCCc2ccccc21 (stereo not given) | 77 |
| O=C(CCCCn1c(=O)[nH]c2ccsc2c1=O)NCc1cccnc1 | 91 |
| O=C(c1ccc(COc2c(F)c(F)cc(F)c2F)o1)N1CCN(c2ccc(Cl)cc2)CC1 | 103 |

A portion of the library. The share of hits here may be higher or lower than overall.
